ALOX12 inh: inhibitors of human 12S-lipoxygenase ALOX12 | P18054 | purified 12hLO, xylenol orange hydroperoxide absorbance | Potency, µM (top dose mostly 108 µM), for inactives: at the top dose activity change, negative = inhibition, most hits filed as inhibitors | 1.1% of 580,000 active; note: % is set by controls: 0 for no effect and ±100 for the full control effect
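Hydroperoxide product was detected by ferrous iron/xylenol orange as the 573 to 405 nm absorbance ratio. Arachidonic acid at 40 uM (final) was turned over for 30 min at room temperature by 150 nM human 12hLO, pH 7.0 Hepes buffer, after 15 min compound preincubation.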
rTrxR1 inhibitor: inhibitors of rat thioredoxin reductase 1; recombinant rTrxR1, NADPH fluorescence consumption, selenite substrate; O89049; 1% of 390,000 active; Potency, µM (series often up to 114 µM), for inactives: top-dose activity change, negative = inhibition, hits mostly inhibitors; note: % is set by controls: 0 for no effect and ±100 for the full control effect; nearly all actives have a fitted effect of over 65% in size
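Rat TrxR1 (90 nM in the dispensed reagent) was pre-reduced with 400 uM NADPH for 5 min at room temperature, then incubated with compound for 15 min. After 400 uM selenite was added, NADPH fluorescence (Ex 340/Em 450 nm) was followed for 8 min.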
Vif-APOBEC3G blk: Vif-A3G binding inhibition | Q9HC16 | 0.076% of 410,000 active | Potency, µM (series often up to 46.1 µM), inactives show at the top dose activity, negative = active, usual class: inhibitors | HeLa A3G-eYFP + Vif (tagged APOBEC3G with the HIV-1 protein that degrades it), YFP fluorescence, overnight;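 note: % is set by controls: 0 for no effect and ±100 for the full control effect; nearly all actives have a fitted effect of over 60% in size; hits raise eYFP signal because A3G escapes Vif-driven loss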
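HeLa cells stably expressing Vif and C-terminally eYFP-tagged A3G, seeded overnight at 37 deg C, then exposed to compound by pintool overnight at 37 deg C. Rise in yellow fluorescence (Ex 488/Em 500-530, Acumen) marks blocked Vif-driven A3G degradation.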
mIDH1 inhibitor: blocks human mutant IDH1 R132H enzyme. IDH1-R132H enzyme, NADPH consumption, diaphorase/resazurin fluorescence. Potency, µM (doses to about 76.6 µM), for inactives: at the highest dose activity change, negative = inhibition, most hits filed as inhibitors. 0.093% of 390,000 active. AID 602179; note: % is set by controls: 0 for no effect and ±100 for the full control effect; nearly all actives have a fitted effect of over 65% in size
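IDH1-R132H (0.5 ug/mL) preincubated 30 min with compound, then NADPH (0.016 mM) and alpha-KG (2 mM) added; 80 min at RT, pH 7.5. Remaining NADPH coupled via diaphorase/resazurin to fluorescence (540/590 nm); concentration-response curves normalized to no-enzyme control.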
RXFP1 ag: agonists of human relaxin receptor RXFP1; Q9HBX9; HEK293T-RXFP1 cAMP TR-FRET, 30 min; response scale: percent of porcine relaxin response, buffer zero; Potency, µM (highest dose often 57.5 µM), without a hit: at the highest dose activation, most hits filed as activators; 0.3% of 370,000 active; AID 2676; note: % is set by controls: 0 for no effect and ±100 for the full control effect; nearly all actives have a fitted effect of over 60% in size; many of its hits are not listed in these tables
Target sequence (Q9HBX9 whole entry, looked up): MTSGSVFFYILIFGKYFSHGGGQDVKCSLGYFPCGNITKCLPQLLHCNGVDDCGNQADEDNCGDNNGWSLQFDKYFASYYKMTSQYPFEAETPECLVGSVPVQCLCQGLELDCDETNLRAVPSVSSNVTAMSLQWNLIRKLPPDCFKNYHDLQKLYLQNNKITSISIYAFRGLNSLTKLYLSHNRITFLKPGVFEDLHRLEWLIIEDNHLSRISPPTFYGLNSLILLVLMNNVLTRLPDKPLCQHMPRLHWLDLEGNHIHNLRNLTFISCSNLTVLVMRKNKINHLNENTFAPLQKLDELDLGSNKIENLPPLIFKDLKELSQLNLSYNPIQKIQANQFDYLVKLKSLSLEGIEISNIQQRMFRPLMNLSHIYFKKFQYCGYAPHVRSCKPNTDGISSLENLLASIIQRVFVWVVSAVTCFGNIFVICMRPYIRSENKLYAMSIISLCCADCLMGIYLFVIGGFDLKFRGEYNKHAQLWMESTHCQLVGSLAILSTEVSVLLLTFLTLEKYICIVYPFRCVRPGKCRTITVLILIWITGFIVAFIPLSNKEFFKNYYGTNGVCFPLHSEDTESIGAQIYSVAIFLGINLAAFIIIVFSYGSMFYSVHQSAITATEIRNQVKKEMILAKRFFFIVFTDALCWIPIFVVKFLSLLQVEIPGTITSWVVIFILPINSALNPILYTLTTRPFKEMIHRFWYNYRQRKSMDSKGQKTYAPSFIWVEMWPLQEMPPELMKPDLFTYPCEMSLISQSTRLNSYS
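HEK293T cells stably expressing RXFP1 were pretreated with the PDE4 inhibitor Ro 20174, exposed to compounds for 30 min at 37C, lysed, and cAMP was read by TR-FRET. Data normalized to buffer (basal) and 29 nM porcine relaxin (100%).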
Vif-A3F inh: Vif-A3F binding inhibition; 0.2% of 390,000 active; Potency, µM (doses to about 46.1 µM), for inactives: at the highest dose activity, negative = active; HeLa A3F-eYFP + Vif (tagged APOBEC3F with the HIV-1 protein that degrades it), YFP fluorescence increase; note: % of control where 0% means no effect; nearly all actives have a fitted effect of over 65% in size
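Fluorescence increase (Ex 488/Em 500-530) after overnight compound treatment at 37 deg C flags inhibition of Vif-driven A3F-eYFP loss in stable HeLa A3F-eYFP/Vif cells seeded overnight beforehand.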
TrxR1 substrate: rat thioredoxin reductase 1 substrate activity | O89049 | purified TrxR1 substrate turnover, NADPH consumption readout | Potency, µM (top dose mostly 114 µM), without a hit: at the top dose activity change, negative = substrate turnover | 0.01% of 390,000 active; note: % is set by controls: 0 for no effect and ±100 for the full control effect; nearly all actives have a fitted effect of over 50% in size
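Rat TrxR1, dispensed at 90 nM, was prereduced with 400 uM NADPH (final) for 5 min at ~22 deg C, then incubated with compound 15 min before 400 uM selenite. A first-read NADPH fluorescence drop versus no-compound background flagged substrates.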
RGS4 inhibitor: human RGS4 inhibition. P49798. Transcreener GDP fluorescence polarization, RGS4-accelerated GTP hydrolysis. Potency, µM (series often up to 114 µM), without a hit: at the top dose activity change, negative = inhibition, most hits filed as inhibitors. 0.039% of 390,000 active. AID 504845; note: % is set by controls: 0 for no effect and ±100 for the full control effect; nearly all actives have a fitted effect of over 75% in size; some results filed as inactive show a strong effect at the top dose
Target sequence (P49798 whole entry, looked up): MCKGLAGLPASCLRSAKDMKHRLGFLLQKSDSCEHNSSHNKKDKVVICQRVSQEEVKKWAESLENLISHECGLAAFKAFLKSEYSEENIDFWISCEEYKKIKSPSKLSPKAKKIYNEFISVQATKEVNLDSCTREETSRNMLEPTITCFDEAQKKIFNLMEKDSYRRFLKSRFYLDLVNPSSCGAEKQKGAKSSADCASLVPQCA
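MLSMR compounds (23 nl, pin-transferred) preincubated 10 min at room temperature with a 500nM (2x) first reagent, then RGS4 at 900nM (2x) plus Transcreener GDP mix added; fluorescence polarization (620/688 nm) read before and after 90 min at 30 °C.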
USP1 inh: blocks the human USP1/UAF1 deubiquitinase complex. recombinant USP1/UAF1, Ub-Rhodamine cleavage fluorescence. Potency, µM (top dose mostly 57.1 µM), for the others: at the highest dose activity change, negative = inhibition, actives largely listed as inhibitors. 0.23% of 390,000 active; note: % is set by controls: 0 for no effect and ±100 for the full control effect; nearly all actives have a fitted effect of over 60% in size; inactives centre near -12
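Step one: compound is pinned into 1nM USP1/UAF1 in HEPES pH 7.8 buffer with TCEP. Step two: 15 min room-temperature incubation. Step three: Ub-Rho (150nM final) starts cleavage, tracked by fluorescence over six one-minute reads.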
An asterisk follows results filed as active; ? = inconclusive; nt = no result given; [ ] = remark or other dose. Calls come from the whole dose curve; as a rule, active = well fitted curve in the direction sought with a large enough effect; inconclusive = small, poorly fitted or top-dose-only effect, or another doubt; inactive = no such curve, though single readings can be large; an effect the other way counts as inactive or inconclusive. Potency is the fitted concentration of half-maximal effect.

Codes: A = ALOX12 inh; B = rTrxR1 inhibitor; C = Vif-APOBEC3G blk; D = mIDH1 inhibitor; E = RXFP1 ag; F = Vif-A3F inh; G = TrxR1 substrate; H = RGS4 inhibitor; I = USP1 inh
O=C(Cc1cccs1)N1CCC2(CC1)OCCO2
  A = 23% | B = -2% | C = 1% | D = 7% | E = 0.1% | F = 0% | G = 0% | H = -21% | I = -8%
C=CCC1(CN2CCCC2=O)C(=O)NC(=O)NC1=O
  A = nt | B = 2% | C = 0% | D = 2% | E = 0.0% | F = -6% | G = -3% | H = -45% | I = -14%
CCOC(=O)CC1=C(C(=O)OCC)C2(C(=O)N1)C(C(=O)OC)=C(N)Oc1ccccc12 (stereo unspecified)
  A = 0% | B = -26% | C = 2% | D = -4% | E = -0.2% | F = -1% | G = -17% | H = 17% | I = -4%
Cn1c(=O)oc2cc(S(=O)(=O)N3CCCc4ccccc43)ccc21
  A = 3% | B = 7%[57.1 µM] | C = ? | D = 13% | E = 0.0% | F = -8% | G = -1%[57.1 µM] | H = -22% | I = -13%
CC(C)Oc1ccc(C2C(C#N)=C(N)Oc3c2c(=O)oc2ccccc32)cc1 (stereo unspecified)
  A = 0% | B = 14%[57.1 µM] | C = -1% | D = -11% | E = -0.6% | F = -2% | G = 8%[57.1 µM] | H = -3%[11.4 µM] | I = -20%
COc1ccc(CCNCc2ccncc2)cc1OC
  A = 18% | B = ? | C = 1% | D = 0% | E = 0.9% | F = 2% | G = 13%[57.1 µM] | H = -13% | I = -13%
COc1ccc(-n2c(/C=C/c3ccc4c(c3)OCO4)nc3ccccc3c2=O)cc1
  A = ? | B = -3% | C = -9% | D = -4% | E = 2.5% | F = -10% | G = -2% | H = -32% | I = -9%
O=c1[nH]c(=O)n(Cc2ccco2)c(O)c1C=NCCN1CCOCC1
  A = 14% | B = -24% | C = -7% | D = 7% | E = 0.0% | F = ? | G = 2% | H = -17% | I = -21%
Cc1cc(O)c2c3c(c(=O)oc2c1)CCC(C)C3 (stereo unspecified)
  A = 18% | B = -12% | C = 2% | D = -2% | E = 4.0% | F = 0% | G = -15% | H = 21% | I = -2%
CCCn1ncc(C(=O)O)c1C
  A = 20% | B = 3%[57.1 µM] | C = 1% | D = -4% | E = 2.6% | F = 3% | G = 2%[57.1 µM] | H = -28%[11.4 µM] | I = -15%
CN1CCN(C(=O)O[C@H]2c3nccnc3C(=O)N2c2ccc(Cl)cn2)CC1
  A = -27% | B = 2% | C = 0% | D = -1% | E = -0.8% | F = -1% | G = 3% | H = -26% | I = -17%
C[C@]12CC[C@H](O)C[C@@H]1CC[C@H]1[C@H]3CCC(=O)[C@@]3(C)CC[C@@H]12
  A = -15% | B = nt | C = 3% | D = -7% | E = nt | F = 0% | G = nt | H = nt | I = -10%
C/C(=N\N=C(N)N)c1ccccc1
  A = -14% | B = 21% | C = 1% | D = 6% | E = 3.0% | F = -7% | G = -5%[57.1 µM] | H = -12% | I = ?
Cc1cc(-n2c(/C=C/c3ccc(Br)s3)nc3ccccc3c2=O)ccc1Br
  A = 4% | B = 18%[57.1 µM] | C = -1% | D = -11% | E = 0.3% | F = -6% | G = 4%[57.1 µM] | H = 27% | I = -16%
COc1ccc(CC2C(=O)NC(=O)N(c3ccccc3)C2=O)c(OC)c1 (stereo unspecified)
  A = -10%[57.4 µM] | B = ? | C = 0% | D = 7% | E = -0.7% | F = -10% | G = 6% | H = 3% | I = -6%

Four compounds already listed, arranged by number of heavy atoms, lowest first:
Codes: A = ALOX12 inh; B = rTrxR1 inhibitor; C = Vif-APOBEC3G blk; D = mIDH1 inhibitor; E = RXFP1 ag; F = Vif-A3F inh; G = TrxR1 substrate; H = RGS4 inhibitor; I = USP1 inh
O=C(Cc1cccs1)N1CCC2(CC1)OCCO2
  A = 23% | B = -2% | C = 1% | D = 7% | E = 0.1% | F = 0% | G = 0% | H = -21% | I = -8%
COc1ccc(CCNCc2ccncc2)cc1OC
  A = 18% | B = ? | C = 1% | D = 0% | E = 0.9% | F = 2% | G = 13%[57.1 µM] | H = -13% | I = -13%
C[C@]12CC[C@H](O)C[C@@H]1CC[C@H]1[C@H]3CCC(=O)[C@@]3(C)CC[C@@H]12
  A = -15% | B = nt | C = 3% | D = -7% | E = nt | F = 0% | G = nt | H = nt | I = -10%
Cc1cc(-n2c(/C=C/c3ccc(Br)s3)nc3ccccc3c2=O)ccc1Br
  A = 4% | B = 18%[57.1 µM] | C = -1% | D = -11% | E = 0.3% | F = -6% | G = 4%[57.1 µM] | H = 27% | I = -16%

New compounds follow:
Codes: A = ALOX12 inh; B = rTrxR1 inhibitor; C = Vif-APOBEC3G blk; D = mIDH1 inhibitor; E = RXFP1 ag; F = Vif-A3F inh; G = TrxR1 substrate; H = RGS4 inhibitor; I = USP1 inh
COc1ccc(N2C(=O)/C(=C/c3ccc(OC)c(OC)c3)C(=O)NC2=S)cc1
  A = 50µM* | B = 13µM* | C = 0% | D = -7% | E = -1.9% | F = 3% | G = 0% | H = ? | I = -9%
Cc1cccc(NC(=O)Oc2ccc(Cl)c3cccnc23)c1
  A = 40µM* | B = nt | C = 1% | D = -3% | E = nt | F = ? | G = nt | H = nt | I = -27%
O=C(Nc1cccc(Br)c1)c1c(O)c2c(n(Cc3ccccc3)c1=O)CCCC2
  A = 146%[activator] | B = 2% | C = -1% | D = 2% | E = -0.3% | F = -11% | G = 6% | H = -6% | I = -5%
O=C(CN1C(=O)S/C(=C\C=C\c2ccccc2)C1=O)Nc1ccccc1C(=O)O
  A = ? | B = ? | C = -4% | D = -3% | E = 1.6% | F = -10% | G = -6% | H = ? | I = ?
O=C(N/N=C/c1c(O)n(-c2cccc3ccccc23)c(=O)[nH]c1=O)c1ccncc1
  A = 0% | B = -13%[57.1 µM] | C = -8% | D = -3% | E = 2.8% | F = ? | G = -5%[57.1 µM] | H = -1% | I = -11%
CN(C)C1CCc2[nH]c3c(F)cc(F)cc3c2C1 (stereo unspecified)
  A = -6% | B = nt | C = -4% | D = 6% | E = nt | F = 0% | G = nt | H = nt | I = -24%
CC(C)c1nn2c(=O)cc(COC(=O)Cc3ccccc3)nc2s1
  A = -19% | B = 8%[57.1 µM] | C = -5% | D = -16% | E = 2.0% | F = 9% | G = -1%[57.1 µM] | H = -15% | I = -21%
C=CCn1c(O)c(C(CC)=NCc2cc(OC)cc(OC)c2)c(=O)[nH]c1=O
  A = 6% | B = -6%[57.1 µM] | C = 0% | D = -5% | E = 1.3% | F = 6% | G = 5%[57.1 µM] | H = 6% | I = -8%
Cc1ccc(NS(=O)(=O)c2ccc(Cl)c(N=Nc3c(O)[nH]c(=O)[nH]c3=O)c2)cc1Cl
  A = ? | B = 28% | C = -12% | D = ? | E = nt | F = 2% | G = 0% | H = 11% | I = -19%
Cc1nnc(NC(=O)c2cccn(Cc3ccccc3)c2=O)s1
  A = -25% | B = 3%[57.1 µM] | C = 4% | D = 5% | E = 1.8% | F = 2% | G = -2%[57.1 µM] | H = -24% | I = -28%
C1CCC2CCCCC2C1 (stereo unspecified)
  A = -2% | B = 21% | C = 5% | D = -5% | E = 0.3% | F = -2% | G = 2% | H = 12% | I = -20%
Cc1nc(-c2cccc(NC(=O)c3ccc(Cl)c(S(=O)(=O)N4CCCC4)c3)c2)cs1
  A = ? | B = nt | C = 2% | D = 12% | E = nt | F = 4% | G = nt | H = nt | I = ?
CN(C)C(=O)O/N=C(\N)COc1ccc(C(C)(C)C)cc1
  A = 0% | B = 6% | C = -16% | D = 7% | E = -0.6% | F = 3% | G = 4% | H = -6% | I = -11%

The list is partial. The share of hits here may be higher or lower than overall.
